# PGC1a acetyl inh: modulators of PGC1a acetylation. 0.17% of 350,000 active. U2OS PGC1a acetylation, AlphaScreen anti-acetyl-lysine; with virally co-expressed GCN5 acetyltransferase. AID 651687. inhibition, % at 15.6 µM;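 active = every replicate shows inhibition of at least 40%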;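 note: 0% = neutral control wells and 100% = positive control wells; some results beyond the cut were filed as inactive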
# PAX8 inh HTS: lowers PAX8-driven luciferase in RMG-I cells; RMG-I TPO-luciferase reporter, SteadyGlo, 24 h; inhibition, % at 12.6 µM; 1.2% of 360,000 active;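 active = mean replicate inhibition at least 60% with every replicate also reaching 60%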;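 note: luciferase light reporting Pax8 driven TPO promoter activity; plate controls were median of neutral control wells for no effect and mitoxantrone controls for full effect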
# PglD DTNB: inhibitors of Campylobacter jejuni PglD acetyltransferase. purified PglD enzyme, DTNB colorimetric CoA detection. inhibition, % at 12.5 µM. 0.098% of 360,000 active. AID 602405; in the data active = inhibition above about 16%, passing the limit was not always enough; note: strong numbers were not always called active
# FN deposition inh: fibronectin deposition inhibition | AH1F fibroblasts, Alexa488-fibronectin deposition fluorescence, overnight | inhibition, % at 12.6 µM | 0.086% of 350,000 active;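 active = mean inhibition across replicates of 30% or more, regardless of how many single replicates reach that level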;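 note: positive control wells lacked labelled fibronectin entirely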
#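 Material: AH1F fibroblast monolayer depositing Alexa488-labelled fibronectin into matrix / Amount: 10000 AH1F cells per well / Signal: fluorescence 485/525 nm / Medium: DMEM, 2% serum / Compound: single dose, pinned / Incubation: 1 h cell adhesion before compound, then overnight fibronectin incubation / Reagent: Alexa488-FN, 24 nM final / Read-out: inhibition of fibronectin deposition signal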
# S100A4 inh HTS: S100A4-myosin IIA interaction inhibition; P26447; S100A4/TAMRA-MyoIIA peptide fluorescence polarization; inhibition, % at 10.7 µM; 0.14% of 360,000 active; AID 652163;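 active = mean inhibition of at least 70% across replicates, with every replicate also reaching that level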
# Target sequence (P26447 whole entry, looked up): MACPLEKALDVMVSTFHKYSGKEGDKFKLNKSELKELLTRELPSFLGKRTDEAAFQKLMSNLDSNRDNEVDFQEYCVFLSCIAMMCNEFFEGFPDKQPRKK
#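 Assay system: human S100A4 monomer with TAMRA-labelled myosin IIA peptide / Buffer or medium: Calcium-containing HEPES buffer, pH 7.2 / Reagent: TAMRA-labelled myosin IIA heavy-chain peptide probe, 5 nM / Compound: one dose per compound / Timing: polarization read 5 min after assay mix addition, stable 5–60 min / Benchmarks: neutral control DMSO, positive control TFP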
# LGR2 inh: Drosophila LGR2 receptor signaling inhibition; HEK293 LGR2, CRE-luciferase, bursicon-stimulated, 4 h; inhibition, % at 9.99 µM; 0.35% of 380,000 active;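 active = drop in luminescence signal, shown as inhibition above about 50% in the replicate tests, limit read from the data, passing the limit was not always enough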;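 note: agonist challenge used bursicon conditioned medium at about half maximal strength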
# ERAP1 inh: inhibitors of human ERAP1 aminopeptidase | Q9NZ08 | recombinant ERAP1, Leu-AMC fluorescence, 60 min | inhibition, % at 10.7 µM | 0.15% of 340,000 active | AID 652197;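 active = mean replicate inhibition of at least 30%, or all replicates individually reaching that 30% level; inactive = mean below 30% and not every replicate reaching it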;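 note: 0% = neutral control wells and 100% = L-leucinethiol positive control wells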
# Target sequence (Q9NZ08 whole entry, looked up): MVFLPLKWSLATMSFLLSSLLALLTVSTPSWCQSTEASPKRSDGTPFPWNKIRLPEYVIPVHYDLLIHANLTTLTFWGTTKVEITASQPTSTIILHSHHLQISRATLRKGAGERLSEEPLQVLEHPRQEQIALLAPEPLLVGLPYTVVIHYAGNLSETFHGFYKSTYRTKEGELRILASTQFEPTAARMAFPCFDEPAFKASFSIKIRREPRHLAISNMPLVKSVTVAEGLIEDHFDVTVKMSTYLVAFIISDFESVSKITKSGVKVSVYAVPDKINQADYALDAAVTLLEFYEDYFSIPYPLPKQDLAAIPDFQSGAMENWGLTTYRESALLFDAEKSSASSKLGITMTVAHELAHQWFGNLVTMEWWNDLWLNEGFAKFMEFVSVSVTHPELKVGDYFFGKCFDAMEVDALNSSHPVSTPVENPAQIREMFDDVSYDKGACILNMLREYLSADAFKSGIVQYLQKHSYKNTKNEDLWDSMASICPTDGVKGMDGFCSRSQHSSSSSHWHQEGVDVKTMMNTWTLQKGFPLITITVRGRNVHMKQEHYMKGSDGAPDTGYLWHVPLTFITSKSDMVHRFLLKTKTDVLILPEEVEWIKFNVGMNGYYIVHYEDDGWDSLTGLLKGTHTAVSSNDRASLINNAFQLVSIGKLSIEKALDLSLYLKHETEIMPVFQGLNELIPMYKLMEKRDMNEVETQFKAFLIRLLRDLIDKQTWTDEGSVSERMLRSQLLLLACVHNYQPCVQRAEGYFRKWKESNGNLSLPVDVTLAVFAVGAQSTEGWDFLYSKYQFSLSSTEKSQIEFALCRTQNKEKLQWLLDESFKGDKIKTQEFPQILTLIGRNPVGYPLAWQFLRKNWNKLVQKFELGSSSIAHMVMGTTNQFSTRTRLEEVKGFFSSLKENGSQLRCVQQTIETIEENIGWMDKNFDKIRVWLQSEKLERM
# EWS-Fli inh: inhibitors of EWS/Fli oncoprotein transcriptional activity; A673 NR0B1-luciferase reporter, viability-normalised; inhibition, % at 12.6 µM; 0.67% of 350,000 active;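 active = mean inhibition of at least 50% after viability correction, with every replicate also passing that limit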;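 note: firefly luciferase signal divided by Alamar Blue viability fluorescence both relative to DMSO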
# * hit, by the source's call; . = no result given.
1. Cc1cc(C(F)(F)F)n(-c2nc(C(=O)O)cs2)n1
2. CCCOc1ccc(C(CC(=O)O)NC(=O)Cc2ccccc2)cc1 (centres undefined)
3. COc1ccc(S(=O)(=O)Nc2ccc3c(c2)C(=O)N([C@H](C)CO)C[C@@H](C)[C@H](CN(C)Cc2ccc(C(=O)O)cc2)OCCCC[C@@H](C)O3)cc1
4. CC1(C)CCCC2=C1CC1C(=O)N(O)C(=O)C1C2 (centres undefined)
5. COCC(=O)N(C)C[C@H]1Oc2cc(C#CC(C)(C)O)ccc2S(=O)(=O)N([C@H](C)CO)C[C@H]1C
6. O=C(C1CCOCC1)N1CC(=O)N2[C@H](CO)[C@@H](c3ccc(-c4ccccc4F)cc3)[C@@H]2C1

Assay by compound	1	2	3	4	5	6
PGC1a acetyl inh	-4	.	-1	-16	-5	-2
PAX8 inh HTS	-23	0	-15	12	.	.
PglD DTNB	3	5	-1	4	6	.
FN deposition inh	1	3	.	-13	.	.
S100A4 inh HTS	0	-4	2	.	-3	-21
LGR2 inh	13	-3	-4	.	14	-4
ERAP1 inh	2	-2	-3	.	0	-1
EWS-Fli inh	4	10	-7	.	-7	.

7. O=C(NCc1ccccn1)c1cccc(S(=O)(=O)N2CCCCC2)c1
8. CNC(=O)c1c(NC(=O)c2ccc(S(=O)(=O)N3CCCC3)cc2)sc2c1CCN(C(C)C)C2
9. CNC(=O)C[C@H]1C(=O)N(c2ccc(OC)cc2)C[C@@H]1CSC
10. CC(CC(=O)Nc1ccncc1)c1ccccc1 (centres undefined)
11. COc1ccc(CNC(=O)C[C@H]2C[C@@H]3c4cc(NC(=O)NC5CCCC5)ccc4O[C@@H]3[C@H](CO)O2)cc1
12. NC(=O)Nc1ccc(C(=O)OCC(=O)Nc2ccc(Cl)cn2)cc1

Assay by compound	7	8	9	10	11	12
PGC1a acetyl inh	.	.	.	7	-2	5
PAX8 inh HTS	8	10	6	12	.	17
PglD DTNB	1	.	3	-2	1	-3
FN deposition inh	-6	.	-1	-4	.	2
S100A4 inh HTS	15	-9	3	.	-3	-5
LGR2 inh	4	-4	-8	.	-10	10
ERAP1 inh	2	2	-6	.	2	-1
EWS-Fli inh	-16	-4	0	.	-4	15

13. COc1ccc(S(=O)(=O)Nc2ccc3c(c2)C(=O)N([C@@H](C)CO)C[C@H](C)[C@H](CN(C)C(=O)Nc2ccccc2)OCCCC[C@H](C)O3)cc1
14. CC(C)OC(=O)c1cc(NC(=O)C2C3C=CC(O3)C2C(=O)O)cc(C(=O)OC(C)C)c1 (centres undefined)
15. C[C@H](CO)N1C[C@H](C)[C@H](CN(C)Cc2ccc(C(=O)O)cc2)OCCCC[C@H](C)Oc2ccc(NC(=O)Nc3ccc(C(F)(F)F)cc3)cc2C1=O
16. O=S(=O)(NCCSc1ccccn1)c1ccc(Br)cc1
17. CO[C@H](CN(C)S(=O)(=O)c1ccc(F)cc1)[C@H](C)CN([C@@H](C)CO)S(=O)(=O)c1cccc(Cl)c1
18. Cc1cccc(S(=O)(=O)N2C[C@@H](O)COC[C@H]3O[C@H](CC(=O)NCCCN4CCOCC4)CC[C@@H]32)c1

Assay by compound	13	14	15	16	17	18
PGC1a acetyl inh	-14	-6	2	2	-1	0
PAX8 inh HTS	-7	0	-11	0	.	9
PglD DTNB	4	-3	6	-1	2	-2
FN deposition inh	0	-3	.	-11	3	-11
S100A4 inh HTS	.	-1	-4	-4	-22	-1
LGR2 inh	-2	-20	-11	35	5	-10
ERAP1 inh	.	6	-1	-1	-3	-3
EWS-Fli inh	-3	4	-13	6	13	-1

19. C[C@H](CO)N1C[C@H](C)[C@@H](CN(C)Cc2ccc3c(c2)OCO3)Oc2c(NS(=O)(=O)c3ccc(Cl)cc3)cccc2C1=O
20. CC[C@H](C)Cc1cn([C@@H](CCCCNC(=O)OC(C)(C)C)C(=O)NCCCCCCCCCCC(=O)N2CCN(C(=O)OC(C)(C)C)CC2)nn1
21. O=S(=O)(c1ccccc1F)N1CCN(C(=S)NCc2ccccc2)CC1
22. Cc1cc(C)n(/N=C/c2c[nH]c3ccccc23)c(=O)c1C#N
23. O=C1C(Cc2c[nH]c3ccccc23)NC(=S)N1C1CCCCC1 (centres undefined)
24. CC(C)c1cccc(-c2ccc3c(c2)S(=O)(=O)c2cccc(C(=O)O)c2C3=O)c1

Assay by compound	19	20	21	22	23	24
PGC1a acetyl inh	3	-29	1	11	.	.
PAX8 inh HTS	-22	27	-5	.	10	-20
PglD DTNB	.	2	.	-3	.	4
FN deposition inh	.	5	-2	.	13	-7
S100A4 inh HTS	8	-2	-4	1	2	-4
LGR2 inh	7	.	-2	-6	30	.
ERAP1 inh	1	-1	5	-5	1	0
EWS-Fli inh	-7	23	3	3	10	12

25. CN(C)CCNc1ccc(Cl)cc1[N+](=O)[O-]
26. Cc1ccccc1-c1nn(-c2ccc(F)cc2F)cc1CNCC(C)O (centres undefined)
27. CC1CCCN(C(=O)c2ccc(-c3ccccc3Cl)o2)C1 (centres undefined)
28. C=CCNc1c2c(nc3nnnn13)CCCC2
29. O=C(Nc1cccc(S(=O)(=O)N2CCCC2)c1)c1cccc(S(=O)(=O)N2CCOCC2)c1
30. O=C(NCc1ccccn1)C(=O)NN=C1CCCCCCC1

Assay by compound	25	26	27	28	29	30
PGC1a acetyl inh	4	-1	4	2	-17	.
PAX8 inh HTS	3	19	-228	23	15	-8
PglD DTNB	.	0	1	.	-1	.
FN deposition inh	0	-4	-5	2	-2	1
S100A4 inh HTS	-2	-3	-4	-1	16	-4
LGR2 inh	.	-99	-96	17	-17	16
ERAP1 inh	-1	-2	0	-4	2	2
EWS-Fli inh	11	-5	-78	14	10	10

# Values by screen from above:
# EWS-Fli inh, nos. 25 to 30 → 11, -5, -78, 14, 10, 10

# Additional compounds
31. C/C=C/c1ccc([C@@H]2[C@H](CO)N(C(=O)C3CCC3)C23CN(S(=O)(=O)CC)C3)cc1
32. O=C(c1ccc(CSc2ccccc2)cc1)N1CCCCCC1
33. Cc1ccc(S(=O)(=O)NCc2ccccc2)cc1C(=O)NCc1ccccn1
34. O=C(c1ccncc1)N1C[C@@H]2[C@H](c3ccccc31)[C@@H](CO)N2C(=O)c1ccccn1
35. C[C@H](CO)N1C[C@H](C)[C@@H](CN(C)C(=O)CN(C)C)Oc2cc(-c3ccccc3)ccc2S1(=O)=O
36. C[C@H](CO)N1C[C@H](C)[C@@H](CN(C)Cc2ccncc2)Oc2cc(-c3ccccc3)ccc2S1(=O)=O

Assay by compound	31	32	33	34	35	36
PGC1a acetyl inh	-7	-3	3	1	-8	-10
PAX8 inh HTS	7	-85	-1	3	2	.
PglD DTNB	.	12	4	5	7	-4
FN deposition inh	.	3	.	.	3	-5
S100A4 inh HTS	-6	.	1	.	0	9
LGR2 inh	11	-79	-8	6	-12	.
ERAP1 inh	1	.	1	.	2	3
EWS-Fli inh	10	.	.	0	5	18

37. COc1ccc(S(=O)(=O)N(C)C[C@H]2Oc3cc(C#CC4CCCC4)ccc3S(=O)(=O)N([C@@H](C)CO)C[C@@H]2C)cc1
38. CN1CCN(C(=O)C[C@H]2C=C[C@H](NC(=O)Cc3ccccn3)[C@@H](CO)O2)CC1
39. Cc1nn(C(=O)CCCn2cc([N+](=O)[O-])cn2)c(C)c1Cl
40. Cc1cccc(C)c1OCC(=O)Nc1ccccc1C(F)(F)F
41. CN(C)CCNC(=O)CN1C(=O)CSc2ccc(S(=O)(=O)N3CCCCC3)cc21
42. CC(C)CC#Cc1ccc2c(c1)O[C@H](CN(C)C(=O)C1CCC1)[C@@H](C)CN([C@H](C)CO)S2(=O)=O

Assay by compound	37	38	39	40	41	42
PGC1a acetyl inh	-1	5	-10	-2	0	-19
PAX8 inh HTS	90*	-10	25	13	-6	.
PglD DTNB	-2	-2	.	1	-4	5
FN deposition inh	-8	-9	.	.	4	.
S100A4 inh HTS	-5	-8	2	-4	0	-3
LGR2 inh	15	-6	4	1	-6	-9
ERAP1 inh	1	1	-2	-5	-1	-4
EWS-Fli inh	7	1	13	6	0	8

43. CO[C@@H]1CN(C)C(=O)c2ccc(NC(C)=O)cc2OC[C@H](C)N(C(=O)c2ccc(F)cc2)C[C@@H]1C
44. Cc1ccc(S(=O)(=O)Nc2ccc3c(c2)C(=O)N([C@@H](C)CO)C[C@@H](C)[C@@H](CN(C)C(=O)C2CCCCC2)OCCCC[C@@H](C)O3)cc1
45. Cn1cc(/C=C(\NC(=O)c2ccccc2Cl)C(=O)NCCN2CCOCC2)c2ccccc21
46. CC(C)(C)NC(=O)CN(C(=O)CNC(=O)c1cccs1)c1ccccc1F
47. COc1cc(/C=N/NC(=O)c2ccc([N+](=O)[O-])cc2Cl)cc(Br)c1O
48. COc1ccc(C)cc1S(=O)(=O)NCc1cccs1

Assay by compound	43	44	45	46	47	48
PGC1a acetyl inh	9	0	1	.	11	-3
PAX8 inh HTS	12	-23	-1	0	22	-10
PglD DTNB	0	-3	-5	-4	3	-1
FN deposition inh	-5	2	10	-3	-19	4
S100A4 inh HTS	0	-1	3	-5	.	-2
LGR2 inh	4	-8	6	-9	-4	-10
ERAP1 inh	2	-2	1	1	.	1
EWS-Fli inh	-1	-13	.	-1	.	1

49. O=S(=O)(Nc1cccc(S(=O)(=O)N2CCCC2)c1)c1ccccc1F
50. COc1ccccc1NC(=O)COC(=O)C12CC3CC(CC(Br)(C3)C1)C2
51. COc1ccc(Cl)cc1NC(=O)CN(C)C(=O)C12CC3CC(CC(Cl)(C3)C1)C2
52. O=C(C[C@H]1C[C@H]2c3cc(NS(=O)(=O)c4ccccc4)ccc3O[C@H]2[C@H](CO)O1)NCC1CC1
53. O=C(c1ccco1)N1CCN(c2cccc(Cl)c2)CC1
54. O=C(Cn1cnc2cc([N+](=O)[O-])ccc2c1=O)Nc1ccc2c(c1)OCO2

Assay by compound	49	50	51	52	53	54
PGC1a acetyl inh	-7	4	-7	-4	-1	5
PAX8 inh HTS	-3	-14	9	20	.	14
PglD DTNB	-6	3	4	1	0	.
FN deposition inh	-12	.	23	-8	.	4
S100A4 inh HTS	3	0	-2	5	1	1
LGR2 inh	.	-3	-9	-17	-33	-2
ERAP1 inh	-2	1	1	0	-3	-5
EWS-Fli inh	6	0	6	5	-34	-1

# Full records from above.
# O=C(Cn1cnc2cc([N+](=O)[O-])ccc2c1=O)Nc1ccc2c(c1)OCO2 as listed: PGC1a acetyl inh: 5; PAX8 inh HTS: 14; PglD DTNB: .; FN deposition inh: 4; S100A4 inh HTS: 1; LGR2 inh: -2; ERAP1 inh: -5; EWS-Fli inh: -1
# O=C(C[C@H]1C[C@H]2c3cc(NS(=O)(=O)c4ccccc4)ccc3O[C@H]2[C@H](CO)O1)NCC1CC1 as listed: PGC1a acetyl inh: -4; PAX8 inh HTS: 20; PglD DTNB: 1; FN deposition inh: -8; S100A4 inh HTS: 5; LGR2 inh: -17; ERAP1 inh: 0; EWS-Fli inh: 5

# The listing continues.
55. Cc1ccc(-c2nc(Nc3cccc(O)c3)c3ccccc3n2)cc1
56. COc1ccccc1CN1[C@H](CO)[C@@H](c2ccccc2)C12CN(C(=O)c1cnccn1)C2
57. c1ccc2c(c1)OCC(CNc1ncnc3nc[nH]c13)O2 (centres undefined)
58. CCN(C(=O)COC(=O)c1cc(-c2ccc(C)o2)nc2ccccc12)C1CCS(=O)(=O)C1 (centres undefined)
59. CCC(=O)Nc1ccc2c(c1)nc(CCN1CCN(c3ccccc3)CC1)n2C

Assay by compound	55	56	57	58	59
PGC1a acetyl inh	.	2	-27	-2	6
PAX8 inh HTS	1	0	-10	3	18
PglD DTNB	0	.	-1	.	-5
FN deposition inh	-16	0	-5	.	4
S100A4 inh HTS	-3	-7	0	-5	1
LGR2 inh	-16	-4	10	-13	-7
ERAP1 inh	-1	1	-2	2	-1
EWS-Fli inh	-10	6	-17	-8	-4

# Assay outcomes: PubChem, Broad Institute
